Bioassay records (PubChem BioAssay)
MPTP block – mitochondrial permeability transition pore inhibitors, primary screen, biochemical, isolated mouse mitochondria, absorbance. 360,000 tested, 1.4% active. Ca2+ swelling absorbance, 30 min. inhibition, % at 10 µM;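 active = inhibition of 50% or more, scaled per plate between neutral and stimulator controls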;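 note: 0% = DMSO wells given calcium and 100% = 1 mM EGTA wells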
APOBEC3G inh – APOBEC3G DNA deaminase inhibitors, primary screen, biochemical, fluorescence, single-stranded DNA substrate, uHTS | recombinant A3G, ssDNA deamination FAM/TAMRA fluorescence | 330,000 tested, 0.28% active | inhibition, % at 20 µM | DNA dC->dU-editing enzyme APOBEC-3G (Homo sapiens), Q9HC16;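 active = inhibition of at least 40% at 20 µM, with no more than 30% in the related APOBEC3A deaminase screen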;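 note: plate controls were DMSO wells with A3G for no effect and wells lacking A3G enzyme for full effect; some compounds called inactive have numbers as strong as hits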
MIN6 prolif – inducers of MIN6 beta-cell proliferation, primary screen, ATP luminescence, uHTS. 330,000 tested, 0.29% active. AID 2380, 2010. MIN6 cells proliferation, ATPlite luminescence, 48 h; cells starved in 0.2% serum; 100% = growth in 10% serum. proliferation, % at 10 µM;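 active = compounds whose signal lies at least 3.5 SD above the mean of all wells on their plate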;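 note: 0% = DMSO-treated cells in low-serum medium and 100% = 10% serum control; some compounds called inactive have numbers as strong as hits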
ATG4B inhibitor – ATG4B protease inhibitors, primary screen, biochemical, fluorescence, uHTS. inhibition, % at 8.33 µM. ATG4B cleavage of LC3-PLA2, NBD-HPC fluorescence, 1 h. 340,000 tested, 0.51% active; in the data active = inhibition above about 40%
Target sequence (Q9Y4P1 whole entry, looked up): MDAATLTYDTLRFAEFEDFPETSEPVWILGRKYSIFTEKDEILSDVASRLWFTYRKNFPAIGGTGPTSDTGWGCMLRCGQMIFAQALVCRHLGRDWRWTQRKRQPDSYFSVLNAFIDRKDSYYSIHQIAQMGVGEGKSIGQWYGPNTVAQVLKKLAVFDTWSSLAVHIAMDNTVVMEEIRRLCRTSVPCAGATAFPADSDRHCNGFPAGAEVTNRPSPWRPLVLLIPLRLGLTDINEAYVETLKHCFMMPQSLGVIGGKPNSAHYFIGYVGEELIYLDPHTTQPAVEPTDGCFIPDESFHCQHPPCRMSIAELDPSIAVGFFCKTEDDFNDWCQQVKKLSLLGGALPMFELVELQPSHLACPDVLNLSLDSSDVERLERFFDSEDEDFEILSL
mIAP inh – inhibitors of mouse IAP, primary screen, biochemical, luminescence, uHTS; purified mouse IAP, CDP-Star luminescence, 30 min; intestinal alkaline phosphatase [Mus musculus]; inhibition, % at 10 µM; AID 2806, 2010; 330,000 tested, 0.2% active;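 active = inhibition of at least 40% at 10 µM in the primary screen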;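 note: plate controls were DMSO with enzyme for no effect and no enzyme wells for full effect; values of inactives mirror those of a sister screen read the other way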
A3A deaminase – APOBEC3A ssDNA deaminase inhibitors, primary screen, selectivity assay for APOBEC3G inhibitor project, biochemical, FAM/TAMRA oligo cleavage fluorescence; recombinant A3A, FAM/TAMRA ssDNA deamination fluorescence; inhibition, % at 20 µM; 330,000 tested, 0.41% active; AID 493011, 2011; DNA dC->dU-editing enzyme APOBEC-3A (Homo sapiens), P31941;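 active = at least 40% inhibition at 20 µM here, with at most 30% in a related deaminase screen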;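 note: plate controls were A3A with DMSO for no effect and wells lacking A3A enzyme for full effect; some results filed as inactive read as strong as hits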
Target sequence (P31941 whole entry, looked up): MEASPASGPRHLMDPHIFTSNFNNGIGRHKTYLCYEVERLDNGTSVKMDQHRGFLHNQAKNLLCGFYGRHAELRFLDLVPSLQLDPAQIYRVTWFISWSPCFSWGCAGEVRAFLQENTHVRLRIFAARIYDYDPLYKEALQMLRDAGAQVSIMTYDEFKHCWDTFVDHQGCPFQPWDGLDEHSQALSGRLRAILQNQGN
mIAP act – activators of mouse IAP, primary screen, biochemical, luminescence, uHTS | muIAP, CDP-Star luminescence, 30 min; active compounds read high; 1 = vehicle-only enzyme signal, 0 = enzyme-free wells | activation factor at 10 µM | 330,000 tested, 0.24% active | AID 2805, 2010;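 active = activation factor of at least 2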; note: the source names both 10 and 20 µM as test concentration; values of inactives mirror those of a sister screen read the other way
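System: Mouse IAP enzyme | Also added: CDP-Star substrate | Dosing: Compounds dispensed in DMSO | Schedule: 30 min enzyme-substrate-compound incubation at room temperature | Technique: Chemiluminescence readout | Control set: DMSO-only wells and no-enzyme negative control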
hIAP activ – human IAP activators, primary screen, biochemical, luminescence, uHTS. purified human IAP, CDP-Star luminescence, 30 min; active compounds read high; 1 = vehicle-only enzyme, 0 = enzyme-free background. activation factor at 10 µM. 330,000 tested, 0.16% active. AID 2524, 2010;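 active = activation factor of the enzyme at least 2-fold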; note: the source names both 10 and 20 µM as test concentration; values of inactives mirror those of a sister screen read the other way
hIAP inh – human IAP inhibitors, primary screen, biochemical, luminescence, uHTS. 330,000 tested, 0.12% active. purified IAP, CDP-Star luminescence, 30 min. inhibition, % at 10 µM;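 active = inhibition reaching a set limit with compound at 10 µM in the primary screen, cut at about 35% in these data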;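 note: plate controls were DMSO wells with enzyme for no effect and no-enzyme buffer wells for full effect; values of inactives mirror those of a sister screen read the other way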
An asterisk follows results filed as active; . = no result given.

SMILES	MPTP block	APOBEC3G inh	MIN6 prolif	ATG4B inhibitor	mIAP inh	A3A deaminase	mIAP act	hIAP activ	hIAP inh
Cc1ccc(Cn2nnc3c(=O)[nH]c(C4CCN(S(=O)(=O)/C=C/c5ccccc5)CC4)nc32)cc1	0.6	-5	-4	-10	9	-2	0.91	0.91	9
COc1ccc(NC(=S)N(CCCN2CCC(C)CC2)Cc2cccs2)cc1Cl	8.7	-2	-7	1	-3	2	1	0.94	6
Cc1cc(C)n(-c2nc(-c3ccc(Cl)c(Cl)c3)cs2)n1	60*	-2	0	-6	1	-1	0.99	0.88	12
CCn1c(CSc2nc(C)cc(C)n2)nnc1SCC(=O)Nc1nc(-c2ccccc2)cs1	-1.2	-1	-1	-7	-11	0	1.1	0.79	21
Cc1ccc(-c2nn(CC(N)=O)c(=O)c3ccccc23)cc1S(=O)(=O)N(C)C	2.1	-4	-1	1	6	-3	0.94	1	0
Cn1c(NCC(O)c2ccccc2)nc2c1c(=O)n(Cc1ccc(Cl)c(Cl)c1)c(=O)n2C (stereo not given)	4.2	-1	-5	26	8	1	0.92	0.95	5
Cc1ccccc1OCC(=O)NC(=S)Nc1ccc(S(=O)(=O)NC2CCCCC2)cc1	0.6	-3	1	-1	6	-2	0.94	0.91	9
O=C(CSc1nc2cc(Cl)ccc2s1)Nc1cccc(S(=O)(=O)N2CCOCC2)c1	13	-8	-4	-13	-22	-2	1.2	0.98	2
Cc1noc(NS(=O)(=O)c2ccc(NC(=O)NC(C)(C(F)(F)F)C(F)(F)F)cc2)c1C	0.4	-8	2	0	2	-5	0.98	1	-4
O=c1c2c(nc3n1CCS3)c1cc(F)ccc1n2Cc1cc(=O)n2cc(Cl)ccc2n1	.	-5	-1	-9	6	-1	0.94	0.86	14
CCCc1c(OCCCOc2ccc(OCC(=O)O)cc2)ccc(C(C)=O)c1O	3.0	-10	-4	24	4	-3	0.95	0.98	2
CCCCOc1ccc(C(C)NC(=O)CCS(=O)(=O)Cc2ccccc2Cl)cc1 (stereo not given)	0.3	-1	0	15	-17	5	1.2	1	-4
CC(=O)C1=C(C)N(Cc2ccccc2)C(=O)N[C@H]1c1cccc(F)c1	-0.4	10	-2	4	-5	0	1.1	1.1	-5
O=C(c1ccc(Br)o1)N1CCN(CCOc2ccccc2)CC1	-1.0	-12	0	-11	6	-1	0.94	1	0
CCCCn1c(SCC(=O)NCc2ccco2)nc2ccc(N3CCOCC3)cc2c1=O	1.6	-3	1	-12	5	0	0.95	0.97	3
COc1cccc(C(=O)NCC2CCCN2S(=O)(=O)c2cccs2)c1 (stereo not given)	-1.3	-6	7	-3	13	-5	0.87	0.92	8
O=CN1CCN(C(C(=O)NC2CCCCC2)c2cc3c(cc2[N+](=O)[O-])OCO3)CC1 (stereo not given)	-0.8	-2	-2	-4	7	-7	0.93	1.1	-13
Cc1ccccc1N1C(S)=C(C#N)C(=O)NC1c1cccs1 (stereo not given)	-0.9	-6	0	6	2	1	0.98	1	-4
O=C(Nc1ccc2ccccc2c1)C(c1ccccc1)C1CCCC1 (stereo not given)	79*	-4	-6	2	-58	5	1.6	1.1	-6
COc1ccc(/C=C/C(=O)c2ccc3c4c(cccc24)CC3)cc1	1.6	-6	0	1	4	2	0.96	0.91	9
Cc1cccc(-n2c(O)cnc2Nc2nc(C)cc(C)n2)c1	-1.6	-7	-3	5	2	-5	0.98	1.2	-16
O=C(O)C1CCN(S(=O)(=O)c2cccc3nsnc23)CC1	-0.3	-2	-1	6	-1	-2	1	0.98	2
COCCOC(=O)c1c(C)n(C)c2ccc(OC(=O)C3CC3)cc12	0.9	-9	-3	-10	-10	-4	1.1	1.1	-12
COc1ccc(NC(=O)c2cc(Br)ccc2Cl)c(OC)c1	-2.1	-1	0	10	12	1	0.88	1.1	-8
O=C(CCN1C(=O)C2C3CCC(C3)C2C1=O)OCC(=O)c1ccc(Br)cc1 (stereo not given)	-0.3	-10	1	3	0	-5	0.99	1.2	-18

The list goes on:
SMILES	MPTP block	APOBEC3G inh	MIN6 prolif	ATG4B inhibitor	mIAP inh	A3A deaminase	mIAP act	hIAP activ	hIAP inh
Cc1cc(Br)ccc1NCc1ccccn1	-1.5	-8	0	-9	7	-6	0.93	1.2	-16
O=C(NCc1cccnc1)C(=O)NCC1CCCO1 (stereo not given)	0.2	-6	1	-3	0	-2	1	1.3	-25
Cc1cc(C)c2c(=O)c(C#N)coc2c1	17	-5	-1	37	-10	1	1.1	1.2	-21
COc1ccc(NC(=O)CN(C2CCCCC2)S(C)(=O)=O)cc1OC	-0.9	-2	0	-12	6	-2	0.94	0.95	5
CCC1=NN(C(=O)C(=O)Nc2ccc(Br)cc2)C(O)(C(F)(F)F)C1 (stereo not given)	2.4	0	-1	-1	10	23	0.9	1.2	-17
COc1ccccc1CC(=O)N1CCC(n2nccc2NC(=O)C2CCOC2)CC1 (stereo not given)	-0.5	3	-1	4	6	4	0.94	1.1	-8
Cc1ccc(-c2nc(CN(C)Cc3cccc4cnccc34)c(C)o2)s1	13	2	-6	0	-2	0	1	1	-3
N#Cc1c(-c2ccncc2)cc(-c2ccc(F)cc2)nc1N	-0.7	-10	-1	4	0	-3	1	1	-3
O=C1c2ccccc2NC(c2cccs2)N1O (stereo not given)	-3.0	-8	4	-5	-2	-4	1	1	-3
COc1ccc(NS(=O)(=O)c2cccc(C(=O)NCC3CCCO3)c2)cc1 (stereo not given)	-0.3	-8	0	-9	0	-3	1	1	0
N/C(=N\OC(=O)Cc1cccs1)c1ccc(Br)cc1	-3.5	-5	1	2	12	-2	0.88	0.88	12
COc1ccc(S(=O)(=O)Nc2c(NC3CCCCC3)c3ccccc3oc2=O)cc1OC	-0.6	-2	-1	-5	0	-1	1	1	-4
Cc1ccc(S(=O)(=O)CCC(=O)OCC(=O)NC(C)c2ccccc2)cc1 (stereo not given)	-1.3	-3	-3	7	-7	0	1.1	1	-4
COc1ccc(C2C(C(=O)c3ccc(C)o3)=C(O)C(=O)N2Cc2cccnc2)cc1OC (stereo not given)	-0.5	-7	-2	14	4	-3	0.96	1.1	-6
CCCn1c(N)c(Sc2ccc(Cl)cc2)c(=O)n(CCC)c1=O	-0.7	-3	2	-11	0	-16	1	1.2	-23
O=C(NCc1cccnc1)C1CC(c2ccccc2Cl)=NO1 (stereo not given)	0.0	-4	-2	3	0	-2	1	0.81	19
CCOc1ccc(NC(=O)CCCc2cc(-c3ccc(OCC)cc3)on2)cc1	4.3	-1	1	-9	-10	3	1.1	0.95	5
CCOc1ccc(-c2nc(-c3ccc(OC)cc3)no2)cc1OCC	1.7	-2	2	-6	2	0	0.98	0.95	5
CCC(=O)N1c2ccc(S(=O)(=O)CCC(=O)NCc3cccs3)cc2CC1C (stereo not given)	0.0	-2	-2	-3	0	1	1	0.91	9
CCCNC(=O)Nc1nnc(C2CC2)s1	1.3	-9	1	-3	3	-4	0.97	1	-4
Cc1ccc(NC(=O)CN2C(=O)NC(C)(c3ccc(Cl)cc3)C2=O)c(Br)c1 (stereo not given)	1.8	-9	-4	-3	4	-3	0.96	1	0
CCO[C@@H]1OC(C(=O)Nc2ccccc2)=C[C@H](c2ccc(C(F)(F)F)cc2)[C@H]1CCCO	0.1	-9	-7	-19	3	-4	0.97	0.93	7
COc1ccccc1OCC(=O)NC1CC(C)(C)NC(C)(C)C1	-0.4	-2	-2	3	9	0	0.91	0.97	3
CN(C)C(=O)CCc1nc(-c2ccc(C(C)(C)C)cc2)no1	-3.4	-1	-3	1	13	-3	0.87	0.99	1
Cc1ccc(C(=O)CN(C(=O)c2ccc(Cl)c(Cl)c2)N2C(=O)C3CCCCC3C2=O)cc1C (stereo not given)	4.8	-6	-3	-4	-2	0	1	0.92	8
CC(C)(C)c1ccc(C(=O)Nc2ccc(NC(=O)C(=O)O)cc2)o1	0.8	-9	-1	2	-8	-2	1.1	0.88	12
CN(C(=O)COC(=O)C12CC3CC(CC(Cl)(C3)C1)C2)c1ccccc1	-0.3	-6	-1	3	0	-4	1	1	-5
CCOc1ccc2[nH]c(C(=O)N/N=C/c3ccccc3OC)cc2c1	0.5	-2	-3	-7	0	1	1	1.1	-11
